# ATXN2 expr inh = inhibitors of ATXN2 expression | HEK-293 ATXN2-luciferase reporter, luminescence, 24 h | Potency, µM (highest dose often 57 µM), without a hit: at the highest dose activity change, negative = inhibition, hits mostly inhibitors | 360,000 compounds, 0.72% hits; further: potency means the concentration at half of the fitted maximal effect; on the % scale 0 is the no-effect control and ±100 the full control effect; nearly all actives have a fitted effect of over 55% in size
#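 qHTS (up to 57 uM final) was run with 24 h compound exposure of reporter cells at 37 °C. Each well was multiplexed: SteadyGlo luminescence measured ATXN2-luciferase expression after a fluorogenic Gly-Phe-AFC viability readout (25 uM final).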
# EPAC2 agonist = activates human EPAC2 exchange factor | Q8WZA2 | EPAC2 activation, biochemical qHTS; response scale: 100% = 6.5 mM cAMP response | Potency, µM (doses to about 154 µM), inactives show top-dose activation, actives largely listed as activators | 360,000 compounds, 0.079% hits; further: potency means the concentration at half of the fitted maximal effect; nearly all actives have a fitted effect of over 50% in size
# Target sequence (Q8WZA2 whole entry, looked up): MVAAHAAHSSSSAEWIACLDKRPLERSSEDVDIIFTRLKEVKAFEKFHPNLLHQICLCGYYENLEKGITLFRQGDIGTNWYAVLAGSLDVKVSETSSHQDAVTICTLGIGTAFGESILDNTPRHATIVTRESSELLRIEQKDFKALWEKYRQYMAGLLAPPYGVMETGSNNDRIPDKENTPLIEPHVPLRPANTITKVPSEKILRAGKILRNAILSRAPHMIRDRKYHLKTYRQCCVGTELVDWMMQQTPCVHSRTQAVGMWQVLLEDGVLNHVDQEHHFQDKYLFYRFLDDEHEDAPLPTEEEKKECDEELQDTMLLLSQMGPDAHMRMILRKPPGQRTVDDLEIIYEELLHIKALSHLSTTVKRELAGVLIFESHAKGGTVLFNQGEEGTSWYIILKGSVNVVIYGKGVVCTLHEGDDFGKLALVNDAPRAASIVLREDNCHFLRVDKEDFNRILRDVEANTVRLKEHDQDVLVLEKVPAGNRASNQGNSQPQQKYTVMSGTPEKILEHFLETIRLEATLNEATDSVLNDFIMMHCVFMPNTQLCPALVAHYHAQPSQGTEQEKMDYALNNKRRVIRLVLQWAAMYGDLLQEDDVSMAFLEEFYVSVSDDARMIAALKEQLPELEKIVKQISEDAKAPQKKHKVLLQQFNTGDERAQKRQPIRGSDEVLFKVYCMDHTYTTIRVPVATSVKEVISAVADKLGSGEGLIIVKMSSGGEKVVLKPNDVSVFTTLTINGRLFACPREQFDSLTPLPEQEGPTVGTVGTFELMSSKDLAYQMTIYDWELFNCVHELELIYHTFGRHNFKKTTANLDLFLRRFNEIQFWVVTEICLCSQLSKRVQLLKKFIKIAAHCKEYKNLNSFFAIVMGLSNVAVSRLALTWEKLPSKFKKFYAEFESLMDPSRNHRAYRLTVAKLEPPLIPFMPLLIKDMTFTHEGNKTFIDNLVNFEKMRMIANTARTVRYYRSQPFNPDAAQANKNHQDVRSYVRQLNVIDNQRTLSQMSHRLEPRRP
#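 EPAC2 (100 nM) mixed with Rap1B loaded with BODIPY-GDP (250 nM) plus 50 uM unlabeled GDP; compounds pinned in, 5 min RT, then read every 5 min for 30 min (ex 480, em 540 nm). Normalized to cAMP control.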
# S2 tox = cell viability loss in ATXN counter-screen; 400,000 compounds, 0.49% hits; S2 cells (HEK-293 line with an ATXN2-luciferase reporter) viability, CellTiter-Fluor protease fluorescence, 24 h; Potency, µM (top dose mostly 56.7 µM), most hits filed as cytotoxic; further: potency means the concentration at half of the fitted maximal effect; nearly all actives have a fitted effect of over 40% in size
# Nrf2 inh = Nrf2 pathway inhibition | A549 ARE-Fluc reporter, luciferase luminescence, 18-24 h | Potency, µM (highest dose often 46 µM), for inactives: at the highest dose activity change, negative = inhibition, most hits filed as inhibitors | 360,000 compounds, 2.1% hits | AID 504444; further: potency means the concentration at half of the fitted maximal effect; on the % scale 0 is the no-effect control and ±100 the full control effect; nearly all actives have a fitted effect of over 60% in size
#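 In this cell-based qHTS, ARE-driven firefly luciferase in A549 cells reports Nrf2 activity; the luminescent signal after BugLite lysis is the measured value, with a prior CellTiter-Fluor read for cell health.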
# Nrf2 ARE act = activates Nrf2 signaling; AID 624171; Potency, µM (highest dose often 46.1 µM), for inactives: top-dose activation, most hits filed as activators; AREc32 ARE-luciferase reporter (MCF7-derived line), luminescence, 24 h; 410,000 compounds, 0.31% hits; further: potency means the concentration at half of the fitted maximal effect; % of control where 0% means no effect; nearly all actives have a fitted effect of over 65% in size
#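 Nrf2 activation is followed as ARE-luciferase induction in the AREc32 line after one day of compound treatment; luminescence is read with Steady-Glo.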
# IL2 activator = activates IL-2 in a cell-based reporter assay; IL-2 activation reporter assay, cell-based qHTS; stimulated with anti-CD3/CD4/CD28 beads; in transgenic mouse T cells; activation, % (series mostly up to about 46 µM); 360,000 compounds, 0.065% hits; in the data active means activation above about 50%; inconclusive means mostly about 30% to 49%; further: 0% is about no effect
#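 Readout is EGFP and DsRed signal by fluorescent plate cytometry after 18 h at 37 degrees C. Transgenic mouse T cells (750/well) received compound for 60 min before bead stimulation (anti-CD3, anti-CD4, anti-CD28); memory T cells served as non-tolerant control.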
# A549 tox = kills or reduces viability of A549 cells in Nrf2 counter-screen; A549 ARE-Fluc cells, CellTiter-Fluor viability, 18-24 h; Potency, µM (titrated, usually from 46 µM), for the others: top-dose activity change, negative = cytotoxicity, hits mostly inhibitors; 390,000 compounds, 0.16% hits; further: potency means the concentration at half of the fitted maximal effect; on the % scale 0 is the no-effect control and ±100 the full control effect
#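 A549 ARE-Fluc cells in 5% FBS OPTI-MEM, 5000 cells/well, rested 2 h then exposed to compounds in concentration-response for 18-24 h at 37 °C. Viability by CellTiter-Fluor fluorescence (Ex 405/Em 525) after 30 min; luciferase luminescence (BugLite, 15 min, RT) read afterwards.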
# TGFb inhibitor = inhibitors of TGF-b signaling | HepG2 CAGA-GFP TGF-b/SMAD3 reporter, GFP fluorescence, 18 h; TGF-beta stimulated, 500 pg/mL final | Potency, µM (top dose mostly 46.1 µM), without a hit: at the highest dose activity, negative = inhibition, actives largely listed as inhibitors | 410,000 compounds, 1.2% hits | AID 588855; further: potency means the concentration at half of the fitted maximal effect; on the % scale 0 is the no-effect control and ±100 the full control effect; nearly all actives have a fitted effect of over 65% in size
#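 HEPG2 CAGA-GFP cells (1000/well, DMEM with 1% FBS) were pre-incubated 2 h at 37 degrees C, given compound by pin tool, then stimulated with TGF-beta at 500 pg/mL final for 18 h before per-cell GFP fluorescence imaging.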
# HepG2 tox = counter-screen for TGF-b inhibitors: cytotoxicity in HepG2 cells | HepG2 CAGA-GFP viability, ATP luminescence, 18 h | Potency, µM (series often up to 46.1 µM), for the others: at the highest dose activity change, negative = cytotoxicity, hits mostly cytotoxic | 410,000 compounds, 0.76% hits | AID 588856; further: potency means the concentration at half of the fitted maximal effect; some results filed as inactive show a strong effect at the top dose
#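 CellTiter-Glo luminescence gave cytotoxicity after 18 hours at 37 degrees C. The cells were HepG2 CAGA-GFP in 1% FBS DMEM, stimulated with 500 pg/mL TGF-beta after compound addition. %Activity was normalised to no-cell wells (complete cell-killing) and DMSO (no toxicity), and curves were fitted and classified.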
# The depositor's hits bear a star; i = inactive; u = inconclusive; x = not tested or not shown; [ ] = dose if it differs, or a comment. Unless noted, the call rests on the fitted dose curve; in most records, active means well fitted curve in the direction sought with a large enough effect; inconclusive means small, poorly fitted or top-dose-only effect, or another doubt; inactive means no such curve, though single readings can be large; an effect the other way counts as inactive or inconclusive. This is a random part of the collection; about 4.3% have a hit in one of these screens.
SMILES,ATXN2 expr inh,EPAC2 agonist,S2 tox,Nrf2 inh,Nrf2 ARE act,IL2 activator,A549 tox,TGFb inhibitor,HepG2 tox
COc1ccc(C2CC(c3ccccc3)Nc3nc(NC(=O)c4cccs4)nn32)cc1 (centres undefined),-1%,-1%,i,7%,0.3%,2.5,4%,23%,-4%
COc1cccc(/C=C/c2n[nH]c(=O)c(C#N)c2C)c1,13%,7%,i,u,3.6%,-0.3,-6%,-16%,-15%
O=C1NC(Cc2ccccc2)c2nc3ccc(Cl)cc3c(=O)n2-c2ncccc21 (centres undefined),-7%,1%,i,x,4.4%,-0.7,x,u,-43%
COc1cccc(-c2nc(S(=O)(=O)c3ccccc3)c(NCc3ccccc3)o2)c1,2%,x,i,10%,0.0%,x,2%,-3%,-6%
CC(C)(C)c1cc(C(=O)O)n(Cc2ccc(Cl)cc2Cl)n1,-20%,-6%,i,-13%,0.3%,0.2,-1%,2%,-3%
CCCCOc1ccc(C(=O)OCC(=O)N2CCCCCC2)cc1,-19%,-8%,i,6%,3.0%,-0.6,2%,-11%,0%
CNc1nc(Sc2ccc(C)cc2)cc(C(F)(F)F)n1,6%,4%,i,-26%,1.8%,-3.0,-10%,1%,-17%
Cc1cc(C)cc(NC(=O)COC(=O)CCc2ccc(S(=O)(=O)N3CCOCC3)cc2)c1,-14%,5%,u,9%,0.3%,-0.4,-5%,-6%,3%
Nc1ccc2c(c1)[nH]c(=O)c1cc(N)ccc12,x,0%,x,x,9.2%,1.0,x,10%,3%
COC(=O)c1cc(C(=O)NCc2ccc3c(c2)OCO3)cc([N+](=O)[O-])c1,-10%,-4%,i,-2%,0.3%,-3.1,1%,8%,2%
CC(NS(=O)(=O)c1ccc2c(c1)OCCO2)c1ccccc1 (centres undefined),4%,8%,i,1%,0.0%,0.3,-2%,1%,1%
O=C(Nc1cccc(F)c1)Nc1cccc(Cl)c1,-32%,9%,i,-29%,-0.2%[9.22 µM],-5.0,-8%,u,-33%
Cc1ccc(/C=N/NC(=O)CSc2nc3ccccc3s2)o1,1%,18%,i,4%,2.8%,-3.9,1%,1%,-9%
CCOc1ccccc1NC(=O)Cn1c(=O)oc2cc(Cl)ccc21,-8%,1%,i,1%,0.1%,0.9,3%,-7%,-3%
COc1ccc(S(=O)(=O)N(CC(=O)Nc2cc(C)ccc2OC)Cc2ccccc2)cc1,-3%,x,u,u,6.3%,x,-5%,-26%,-27%
COCCCN(C(=O)c1ccco1)c1nc(-c2ccc(OC)cc2)cs1,-1%,7%,i,21%,3.2%,-0.9,4%,-26%,0%
COC(=O)c1ccc(NC(=O)c2ccc3nsnc3c2)cc1,5%,4%,i,u,0.8%,5.2,0%,-1%,-6%
O=C(Nc1ccccc1N1CCN(C(=O)c2ccc(Cl)cc2)CC1)c1cccc(F)c1,-16%,13%,i,-26%,1.8%,-2.3,-20%,-27%,-7%
COc1ccc(C2CC(=O)c3c([nH]c(C(=O)OC(C)C)c3C)C2)cc1OC (centres undefined),-9%,-14%,i,-25%,2.6%,-0.6,-5%,-4%,-4%
COc1ccc(-c2noc(-c3ccccc3C(=O)Nc3cccc(OC)c3)n2)cc1,-10%,22%,i,x,0.3%,-0.4,-11%,-3%,0%
CCOC(=O)c1sc(=S)n(-c2ccccc2)c1NC(C)=O,-9%,1%,i,-14%,0.2%,0.2,-7%,0%,-72%
COC(=O)C1CCN(C(=O)Nc2ccccc2)CC1,x,-10%,i,2%,0.2%,3.1,2%,-5%,5%
CC(C)C(=O)N1CCC(Cc2ccccc2)CC1,-4%,5%,i,-16%,-0.9%,-0.4,14%,-6%,-9%
Cc1[nH]c(=O)[nH]c(=O)c1N1CCOCC1,6%,-2%,i,4%,0.2%,0.9,1%,9%,1%
COC(=O)c1ccc(/C=N\N2CCN(c3ccccc3)CC2)cc1,x,0%,i,u,-0.2%,-1.2,7%,7%,-29%

# 2 consecutive records already listed, for reference:
SMILES,ATXN2 expr inh,EPAC2 agonist,S2 tox,Nrf2 inh,Nrf2 ARE act,IL2 activator,A549 tox,TGFb inhibitor,HepG2 tox
COc1cccc(-c2nc(S(=O)(=O)c3ccccc3)c(NCc3ccccc3)o2)c1,2%,x,i,10%,0.0%,x,2%,-3%,-6%
CC(C)(C)c1cc(C(=O)O)n(Cc2ccc(Cl)cc2Cl)n1,-20%,-6%,i,-13%,0.3%,0.2,-1%,2%,-3%

# More structures.
SMILES,ATXN2 expr inh,EPAC2 agonist,S2 tox,Nrf2 inh,Nrf2 ARE act,IL2 activator,A549 tox,TGFb inhibitor,HepG2 tox
Cc1cccc(C)c1NS(=O)(=O)c1ccc(-c2ccc(=O)[nH]n2)o1,-2%,4%,i,-17%,-0.3%,-0.9,1%,6%,-3%
Cc1nc2c(C)cccc2cc1C(=O)N/N=C/c1ccc(N(C)C)cc1,-16%,15%,i,4%,0.4%,-2.8,-3%[1.84 µM],4%,-16%
Clc1ccc(C2[C@H]3CN(Cc4ccc(-c5ccccc5)cc4)[C@H](c4ccccc4)C34CC2(c2ccccc2)C4)cn1 (some centres undefined),2%,2%,i,3%,-1.1%,0.3,3%,7%,-29%
COc1ccc(C(CNC(=O)c2ccc(C)o2)N2CCOCC2)cc1 (centres undefined),-8%,0%,i,0%,0.7%,-3.2,-12%,-10%,-1%
COc1ccccc1NC(=O)Cn1cc(C(=O)c2ccncc2)c(=O)c2cc(C)ccc21,x,x,x,x,1.9%,x,6%,-1%,-7%
COc1cccc(C(=O)Nc2ccc(C(=O)OCc3cc(=O)n4cc(C)sc4n3)cc2)c1,x,x,x,x,3.0%,x,0%,0%,-17%
COc1ccc(S(=O)(=O)N2CCN(C(=O)c3cc(-c4ccc(C)cc4)n[nH]3)CC2)cc1,-28%,17%,i,u,5.5%,0.1,7%,-1%,-25%
CSCCC(C(=O)NC1=NCCS1)N1C(=O)c2ccccc2C1=O (centres undefined),4%,6%,i,-7%,-0.3%,-2.8,-5%,22%,10%
O=C(N/N=C/C1CC=CCC1)c1cc2ccccc2cc1O (centres undefined),-13%,10%,i,6%,-0.1%,8.0,1%,0%,15%
COc1ccc(C(=O)OCC(=O)Nc2ccc(Cl)cn2)cc1,-9%,10%,i,2%,-0.6%,0.9,-2%,22%,-12%
CN1CC=C2C(C#N)=C(N)C(C#N)(C#N)[C@H](c3cccc(Cl)c3)C2C1 (some centres undefined),-20%,u,i,x,3.4%,-0.2,-13%,88%[activator],3%
Cc1cc(C)c(S(=O)(=O)N2CCCC(C(=O)NCc3ccncc3)C2)c(C)c1 (centres undefined),6%,-2%,u,-7%,0.0%,-0.1,4%,2%,0%
COc1ccc(CN2CN(C(C)C)CSC2=S)cc1,u,7%,i,-29%,0.8%,6.6,3%,u,-16%
O=c1oc2c(O)cccc2cc1-c1nc2ccccc2[nH]1,9%,35%,x,-10%,4.4%,-0.7,u,34%[activator],-34%
O=C(CC1(O)C(=O)Nc2ccc(Br)cc21)c1ccc2c(c1)OCO2 (centres undefined),-12%,11%,i,-3%,3.3%,-3.6,u,0%,2%
OC(c1ccccc1)(C1CCCCC1)C(CN1CCOCC1)c1ccccc1 (centres undefined),-36%,10%,i,-13%,5.5%,-0.7,11%,u,-4%
CN(C)S(=O)(=O)N1CCCC(C(=O)c2ccc(C(F)(F)F)cc2)C1 (centres undefined),-10%,4%,i,-5%,-0.3%,-2.9,17%,0%,-13%
Cc1cccc(/C=N\Nc2cn[nH]c(=O)c2Cl)c1,112%[activator],9%,i,1%,u,1.0,-13%,-17%,-94%
O=C(CSc1nc(-c2ccc(F)cc2)cs1)Nc1ccccn1,-27%,8%,i,-7%,0.0%,-2.4,2%,0%,-36%
O=C(NC1CCS(=O)(=O)C1)C12CC3CC(CC(C3)C1)C2 (centres undefined),-6%,-1%,i,4%,-0.7%,0.2,-14%,-5%,-3%
O=C(Nc1ccccc1)c1ccccc1NC(=O)[C@H]1CCCC[C@H]1C(=O)O,-6%,13%,u,-12%,5.0%,-0.2,-1%,-7%,-1%
O=C(Nc1cccnc1Cl)C1=NN(c2ccccc2)C(=O)CC1,5%,-1%,i,-10%,2.2%,-2.8,13%,-4%,-17%
Brc1ccc(-c2csc(-c3nc(-c4ccc(Br)s4)cs3)n2)cc1,4%,x,i,8%,-1.1%,x,1%,-12%,-2%
CC(OC(=O)Cc1c[nH]c2ccccc12)C(=O)NC1(C#N)CCCCC1 (centres undefined),2%,7%,i,-23%,0.4%,-2.4,3%,9%,-9%
Cc1c(Cl)cccc1NC(=O)CSc1nnc(C)n1CC1CCCO1 (centres undefined),-4%,13%,i,11%,-0.2%,-5.6,0%,-10%,0%
# Continued.
SMILES,ATXN2 expr inh,EPAC2 agonist,S2 tox,Nrf2 inh,Nrf2 ARE act,IL2 activator,A549 tox,TGFb inhibitor,HepG2 tox
Cc1ccc2c(c1)N(CCC(=O)NCc1cccnc1)C(=O)CO2,-7%,8%,i,1%,-0.6%,-0.5,-4%,0%,5%
O=C1C=C(N2CCOCC2)C2(CCCCC2)O1,-2%,4%,i,4%,-0.3%,-0.6,-5%,17%,6%
O=C(Nc1ccc(CN2CCOCC2)cc1)c1cc(Cl)ccc1Cl,5%,0%,i,u,0.6%,0.1,-18%,-6%,-4%
O=S1(=O)c2c(Oc3cccc4ccccc34)cccc2OC(COCc2ccccc2)CN1C1CCCC1 (centres undefined),2%,3%,i,-2%,-0.4%,-0.7,14%,-6%,-3%
COCc1nnc(NC(=O)c2ccc(S(=O)(=O)N3CCCC3)cc2)o1,6%,5%,i,11%,0.5%,-3.4,-5%,3%,6%
O=C(CC[C@H]1O[C@@H](n2ccc(=O)[nH]c2=O)[C@H](O)[C@@H]1O)N[C@H](Cc1ccccc1)C(=O)NCCCN1CCCC1=O,8%,0%,x,x,3.9%,-0.5,x,4%,-3%
